# Assay outcomes: PubChem BioAssay, National Center for Advancing Translational Sciences (NCATS)
# LmPK inh: inhibitors of Leishmania mexicana pyruvate kinase; actives 0.37% (n = 290,000); Potency, µM (series often up to 57.5 µM), inactives show at the top dose activity change, negative = inhibition, usual class: inhibitors; AID 1721; Q27686; purified LmPK, Kinase-Glo ATP luminescence, 1 h; note: potency is the fitted concentration of half-maximal effect
# Target sequence (Q27686 whole entry, looked up): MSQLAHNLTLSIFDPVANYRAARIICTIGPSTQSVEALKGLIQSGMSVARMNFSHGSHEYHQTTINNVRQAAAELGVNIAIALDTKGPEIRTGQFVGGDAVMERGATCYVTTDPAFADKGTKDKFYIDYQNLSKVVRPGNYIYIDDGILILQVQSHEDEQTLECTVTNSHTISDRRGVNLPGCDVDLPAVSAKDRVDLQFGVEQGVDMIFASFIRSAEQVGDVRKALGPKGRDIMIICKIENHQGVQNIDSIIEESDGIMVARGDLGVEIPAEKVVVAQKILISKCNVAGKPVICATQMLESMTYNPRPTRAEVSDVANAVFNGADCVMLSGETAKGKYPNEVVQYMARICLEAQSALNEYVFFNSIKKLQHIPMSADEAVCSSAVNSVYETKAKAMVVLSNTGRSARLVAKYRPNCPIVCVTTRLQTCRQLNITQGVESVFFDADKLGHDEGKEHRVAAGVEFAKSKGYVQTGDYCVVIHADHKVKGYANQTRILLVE
#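 Pyruvate kinase activity monitored as ATP production (luciferase luminescence). Conditions: 0.1 nM enzyme, 0.5 mM PEP, 0.1 mM ADP, 1 h, RT; normalized against uninhibited and no-enzyme wells.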
# HCMV antiviral: blocks human cytomegalovirus replication; activity change, negative = inhibition, % at 57.5 µM; actives 4.5% (n = 410,000); HFF cells, HCMV-luciferase reporter, 72 h; stronger effect = lower value; in the data active = activity change below about -60%; inconclusive = no clear call, values can overlap the other calls; inactive = above about -39%
#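 Screen run at 2 compound doses on HFFs infected with reporter HCMV, MOI 1 PFU/cell. Luciferase activity from cell lysates at 72 h post infection gave inhibition relative to buffer-only and Salinomycin wells.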
# TbPYK inhibitor: blocks Trypanosoma brucei pyruvate kinase; Q57TT1; TbPYK enzyme, Kinase-Glo Plus ATP luminescence, 45 min; Potency, µM (highest dose often 76.8 µM), for inactives: at the top dose activity, negative = inhibition, usual class: inhibitors; actives 0.12% (n = 410,000); AID 624173; note: potency is the fitted concentration of half-maximal effect; nearly all actives have a fitted effect of over 50% in size
#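 Glycolytic pyruvate kinase of T. brucei was incubated with substrate, test compound and 130 uM ADP for 45 minutes at room temperature. Luminescent Kinase-Glo Plus signal was measured after 10 minutes.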
# Sm TGR block: S. mansoni TGR enzyme inhibition; Q962Y6; purified TGR, DTNB reduction, TNB absorbance 405 nm; Potency, µM (series often up to 114 µM), for the others: at the highest dose activity change, negative = inhibition, actives largely listed as inhibitors; actives 3% (n = 360,000); AID 485364; note: potency is the fitted concentration of half-maximal effect; nearly all actives have a fitted effect of over 60% in size
#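 First, TGR (20 nM dispensed) and NADPH were mixed with compound. Second, a 15 min room-temperature incubation followed. Third, further NADPH and then DTNB were added to start the reaction. Finally, TNB absorbance was monitored kinetically.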
# AmpC inh no detg: AmpC beta-lactamase inhibition without detergent. Potency, µM (titrated, usually from 57.1 µM), for inactives: top-dose activity change, negative = inhibition, most hits filed as inhibitors. P00811. AmpC nitrocefin hydrolysis, absorbance 480 nm, 0.0001% Triton. actives 0.52% (n = 330,000);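 note: potency is the fitted concentration of half-maximal effect; plate controls were no compound for no effect and no enzyme for full effect; nearly all actives have a fitted effect of over 20% in size; some results filed as inactive show a strong effect at the top dose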
# Target sequence (P00811 whole entry, looked up): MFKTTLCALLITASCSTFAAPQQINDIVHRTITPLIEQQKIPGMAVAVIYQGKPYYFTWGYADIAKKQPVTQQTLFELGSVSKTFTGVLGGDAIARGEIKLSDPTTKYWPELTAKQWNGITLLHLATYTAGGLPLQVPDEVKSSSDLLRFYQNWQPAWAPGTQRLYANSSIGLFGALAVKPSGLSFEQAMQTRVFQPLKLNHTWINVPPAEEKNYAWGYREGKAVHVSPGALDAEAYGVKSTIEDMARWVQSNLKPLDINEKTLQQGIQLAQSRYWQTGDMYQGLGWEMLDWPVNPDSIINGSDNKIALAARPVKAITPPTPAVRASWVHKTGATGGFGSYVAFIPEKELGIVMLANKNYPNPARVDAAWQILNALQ
#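 AmpC (5.3 nM in the dispensed reagent) in 20 mM phosphate pH 7.0 with 0.01% (detergent screen) or 0.0001% Triton X-100 was preincubated with compounds for 15 min at room temperature. Nitrocefin was then added from an 800 uM solution, and hydrolysis was followed at 480 nm.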
# AmpC inh detg: AmpC beta-lactamase inhibition with detergent present. P00811. AmpC hydrolysis of nitrocefin, absorbance 480 nm, 0.01% Triton. Potency, µM (doses to about 114 µM), inactives show top-dose activity change, negative = inhibition, most hits filed as inhibitors. actives 0.041% (n = 370,000);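 note: potency is the fitted concentration of half-maximal effect; 0% = no-compound wells and -100% = no-enzyme wells; nearly all actives have a fitted effect of over 25% in size; some results filed as inactive show a strong effect at the top dose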
#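 20 mM phosphate pH 7.0 + 0.01% (detergent screen) or 0.0001% Triton X-100; 5.3 nM AmpC reagent; cpd preinc 15 min RT; nitrocefin (800 uM stock) to start; A480 q20 s × 4 min; Activity was normalised to no-enzyme and no-compound control wells.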
# AMA1 RON2 block: inhibitors of Plasmodium falciparum AMA1-RON2 interaction; AlphaScreen AMA1-biotinylated RON2 peptide binding; Potency, µM (titrated, usually from 58.2 µM), without a hit: top-dose activity change, negative = inhibition, usual class: inhibitors; actives 0.2% (n = 360,000); AID 720542;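 note: potency is the fitted concentration of half-maximal effect; 0% = vehicle wells and -100% = peptide control; nearly all actives have a fitted effect of over 45% in size; some results filed as inactive show a strong effect at the top dose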
#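 AMA1 (3D7) with his tag at 25 nM final met compounds first, then biotinylated RON2 peptide at 25 nM; detection used donor plus acceptor beads, 10 µg/mL apiece, read by AlphaScreen after 30 min at room temperature.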
# * = called active by the depositor; u = inconclusive; x = not tested or not shown; [ ] = dose if it differs, or a comment. Unless noted, calls come from the whole dose curve; as a rule, active = well fitted curve in the direction sought with a large enough effect; inconclusive = small, poorly fitted or top-dose-only effect, or another doubt; inactive = no such curve, though single readings can be large; an effect the other way counts as inactive or inconclusive. Unless noted, % is set by controls: 0 for no effect and ±100 for the full control effect.
SMILES,LmPK inh,HCMV antiviral,TbPYK inhibitor,Sm TGR block,AmpC inh no detg,AmpC inh detg,AMA1 RON2 block
O=C(NCC1CCCO1)c1ccccc1NC(=O)c1cccc2ccccc12 (centres undefined),2%,40,-4%,-5%,-1%,-2%,-3%
CCN(CC)CCNc1nc2c(c(=O)[nH]c(=O)n2C)n1CCCc1ccccc1,-6%,33,-2%,-7%,-6%,6%,-5%
CC(C)=C(NC(=O)c1ccccc1)C(=O)N/N=C(\C)c1ccccc1O,-1%,-25,-9%,-6%,3%,u,70%[activator]
Cc1cc(=O)oc2cc3oc(=O)cc(C)c3cc12,4%,31,2%,1%,-13%,-18%,14%
CN(C)c1cccc(CNC(=O)c2csc([C@H]3C[C@H](O)[C@@H](CO)O3)n2)c1,x,23,7%,x,x,x,-11%
CCOc1ccc(NC(=O)CN(C)C(=O)c2cccc3ccccc23)cc1OCC,x,-18,-9%,-9%,19%,0%,4%
CN1CCC(OC(=O)c2ccc(Br)cc2)CC1,x,11,5%,x,x,x,-6%
COc1ccc(OC)c(-c2nn(-c3ccccc3)cc2C(=O)NCC(c2cccs2)N2CCOCC2)c1 (centres undefined),x,-24,1%,-1%,267%[activator],u,-7%
COc1ccc(C(=O)n2c(N)nc3ccccc32)cc1OC,-2%,32,-2%,-1%,-32%,-22%,129%[activator]
CN(CCc1cn[nH]c1)Cc1nc(Cc2ccccc2)no1,5%,-36,3%,1%,-8%,-10%,2%
Cc1ccc(COC(=O)Cc2coc3cc(O)ccc23)cc1,0%,6,4%,1%,-30%,u,4%
Cc1cc(Sc2ccc([N+](=O)[O-])cn2)ccc1Br,x,-34,-1%,x,x,x,-19%
O=C(CN1C(=O)/C(=C/c2cccc(Br)c2)SC1=S)N1CCCC1,-1%,u,-3%,0%,-25%,2%,-4%
COc1ccc(S(=O)(=O)N2CCCN(S(=O)(=O)c3ccc(OC)cc3C)CC2)c(C)c1,2%,22,5%,-18%,-8%,-12%,-6%
Cc1ccc(/C=C/c2onc(C)c2S(=O)(=O)N2CCC(C(=O)N3CCCCC3)CC2)cc1,-8%,-38,0%,9%,20%,-7%,-8%
O=C(Cc1ccccc1Cl)c1ccccc1,x,-16,2%,x,x,x,42%[activator]
CCN(C(=O)COC(=O)C1CCC(C(C)(C)C)CC1)c1c(N)n(Cc2ccccc2)c(=O)[nH]c1=O (centres undefined),x,u,2%,x,x,x,8%
CNS(=O)(=O)c1cccc(C(=O)OCC(=O)c2ccc3c(c2)OCCO3)c1,x,-18,3%,1%,0%,u,-15%
NC(=O)C1CCN(C(=O)CSc2nc3ccccc3[nH]2)CC1,6%,27,3%,1%,-9%,-6%,-2%
CCN(Cc1ccccc1)S(=O)(=O)c1cc(C(=O)OC)n(C)c1,3%,-14,0%,3%,28%,8%,0%
COc1cccc(-c2ncc3ccccn23)c1,u,78,8%,-16%,-14%,-1%,-16%
CCC(=O)N1Cc2cc(C(=O)N(C)C)nc(-c3cccc(-c4cncnc4)c3)c2[C@@H]1CCO,x,14,-2%,x,x,x,5%
CC(C)(C)S(=O)N1Cc2ccc(CO)cc2[C@@H]1CCO (some centres undefined),x,-4,-6%,x,x,x,36%[activator]
CNC(=O)C1CCC(Cn2c(=O)c3sccc3n(Cc3ccc(F)cc3)c2=O)CC1 (centres undefined),x,4,1%,13%,x,8%,x
COc1ccc(CNC(=O)CCCOc2cc(=O)n(C)c3ccccc23)cc1,-2%,139,-1%,1%,21%,1%,-7%
# (listing goes on)
SMILES,LmPK inh,HCMV antiviral,TbPYK inhibitor,Sm TGR block,AmpC inh no detg,AmpC inh detg,AMA1 RON2 block
CCn1c(CNC(=O)Cc2ccc(OC)cc2)nnc1SCC(=O)NC1CCCCC1,1%,7,0%,-2%,16%,5%,1%
O=C1N[C@@H](c2ccccc2)COC(=O)[C@@H](Cc2ccc(F)cc2)C/C=C\C[C@H]1CC(=O)N(CCO)Cc1ccccc1,x,25,1%,x,143%[activator],x,13%
CN(C)c1ccc(C(CNS(=O)(=O)c2ccc(F)c(F)c2)c2c[nH]c3ccccc23)cc1 (centres undefined),-3%,68,5%,-17%,-40%,-5%,14µM*
COc1ccc2c(c1)c(C(O)CN1CCC3(CC1)OCCO3)c(C)n2C (centres undefined),-6%,x,x,25µM*,5%,u,x
O=C(/C=C/c1cccc([N+](=O)[O-])c1)NCCSCc1ccc(Cl)cc1Cl,6%,-11,-1%,5%,-28%,u,u
C=CCOc1ccccc1C(=O)/C=C1/C(=O)Nc2ccccc21,4%,-103*,0%,-15%,-30%,-3%,-7%
OCCN1CCN(c2ncnc3sc(-c4ccccc4)cc23)CC1,7%,-26,6%,-15%,-9%[11.4 µM],u,1%
CC(C)CC(C(=O)NC1CCCCC1)N(Cc1ccccc1)C(=O)c1snc(C(N)=O)c1N (centres undefined),-1%,9,3%,10%,-16%,u,4%
Cc1c(C(=O)OCC2CCCO2)[nH]c2c1C(=O)CC(c1ccco1)C2 (centres undefined),4%,x,-10%,u,-18%,0%,-13%
COC(=O)c1ccccc1S(=O)(=O)N1CCC(C(=O)OCc2ccc([N+](=O)[O-])cc2)CC1,x,17,-4%,0%,u,u,-14%
CC(=O)c1c(C(C)=O)c(C)n(-c2ccc(C)c(NC(=O)c3ccccc3Cl)c2)c1C,-1%,-27,-2%,-8%,51%,-1%,-10%
CCC(=O)Nc1ccc2nc(SCc3ccc(C)cc3)sc2c1,x,-33,2%,8%,x,14%,x
COc1ccc(-n2c(O)c(/C=C3\C=Nc4ccccc43)c(=O)[nH]c2=O)cc1,5%,37,-8%,-46%,-26%,-14%,5%
O=C(COC(=O)c1ncc(Cl)c(Cl)c1Cl)NC(=O)NCc1ccccc1,-2%,u,0%,14%,-18%,-4%,-2%
O=C(CCSc1nnc(-c2ccncc2)o1)Nc1cccc2ccccc12,5%,u,-11%,-19%,-14%,u,20%
O=C(CCn1c(=O)[nH]c2ccsc2c1=O)NCCc1ccc(Cl)cc1,1%,0,6%,-33%,-15%,-14%,-2%
CC(=O)N1CCc2c(sc3c2c(=O)n(Cc2ccccc2)c(=O)n3Cc2ccccc2Cl)C1,x,1,2%,29%,x,0%,x
Cc1ccc(N/N=C/c2ccc3c(c2)OCCO3)cc1Cl,1%,-29,-11%,-23%,-27%,-4%,-15%
CCC(C)[C@@H](C(=O)N1CCNCC1)n1cc(CCCN=C(N)N)nn1 (some centres undefined),-2%,-18,-6%,8%,0%,-6%,5%
CN(CC(=O)N1CCN(c2ccccn2)CC1)S(=O)(=O)c1ccc(Cl)cc1,1%,-1,2%,-12%,59%,-4%,19%
C=Cc1ccc(Cn2c(C)c(C(=O)NCc3ccc4c(c3)OCCO4)sc2=O)cc1,x,u,-1%,x,x,x,-13%
Cc1ccccc1C(=O)c1cccn1CC(=O)N1CCCCC1,1%,-35,2%,-13%,-9%,-13%,-3%
CCCOc1ccc(NCC(=O)Nc2ccc(C)cc2C)cc1,7%,52,-14%,-28%,-29%,3%,-9%
CCCN=Cc1sc2ccc(OCC)cc2c1O,5%,-22,-4%,-19%,0%,u,0%
CCOc1ccccc1N(CC(=O)Nc1cc(OC)ccc1OC)S(C)(=O)=O,0%,41,-27%,5%,33%,u,0%
O=S(=O)(c1cccc(S(=O)(=O)N2CCOCC2)c1)N1CCCCC1,5%,-18,0%,5%,6%,u,2%
COc1ccc(CCNS(=O)(=O)c2cn(C)nc2C)cc1,4%,-24,-7%,-6%,-19%,-6%,5%
CC1CCN(C(=O)c2ccc([N+](=O)[O-])o2)CC1,-6%,-9,-3%,u,-11%,1%,0%
COc1ccc(NN=Nc2nc3c([nH]2)c(=O)n(C)c(=O)n3C)cc1,-5%,-7,u,18µM*,0%,-1%,15%

# Structural class, the entries above containing a Cl atom.
SMILES,LmPK inh,HCMV antiviral,TbPYK inhibitor,Sm TGR block,AmpC inh no detg,AmpC inh detg,AMA1 RON2 block
O=C(Cc1ccccc1Cl)c1ccccc1,x,-16,2%,x,x,x,42%[activator]
O=C(/C=C/c1cccc([N+](=O)[O-])c1)NCCSCc1ccc(Cl)cc1Cl,6%,-11,-1%,5%,-28%,u,u
CC(=O)c1c(C(C)=O)c(C)n(-c2ccc(C)c(NC(=O)c3ccccc3Cl)c2)c1C,-1%,-27,-2%,-8%,51%,-1%,-10%
O=C(COC(=O)c1ncc(Cl)c(Cl)c1Cl)NC(=O)NCc1ccccc1,-2%,u,0%,14%,-18%,-4%,-2%
O=C(CCn1c(=O)[nH]c2ccsc2c1=O)NCCc1ccc(Cl)cc1,1%,0,6%,-33%,-15%,-14%,-2%
CC(=O)N1CCc2c(sc3c2c(=O)n(Cc2ccccc2)c(=O)n3Cc2ccccc2Cl)C1,x,1,2%,29%,x,0%,x
Cc1ccc(N/N=C/c2ccc3c(c2)OCCO3)cc1Cl,1%,-29,-11%,-23%,-27%,-4%,-15%
CN(CC(=O)N1CCN(c2ccccn2)CC1)S(=O)(=O)c1ccc(Cl)cc1,1%,-1,2%,-12%,59%,-4%,19%
